# PRC2 inh – blocks human EZH2/PRC2 H3K27 methylation | Q15910 | DELFIA TRF, 1 h | inhibition, % at 12.5 µM | 0.35% of 57,000 active | AID 651548;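 active = mean inhibition of replicates at least 50% and every single replicate also reaching 50%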;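 also: dimethyl H3K27 on biotinylated H3 21-44 peptide detected by antibody; plate controls were median neutral control wells for no effect and median positive control wells for full effect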
# Target sequence (Q15910 whole entry, looked up): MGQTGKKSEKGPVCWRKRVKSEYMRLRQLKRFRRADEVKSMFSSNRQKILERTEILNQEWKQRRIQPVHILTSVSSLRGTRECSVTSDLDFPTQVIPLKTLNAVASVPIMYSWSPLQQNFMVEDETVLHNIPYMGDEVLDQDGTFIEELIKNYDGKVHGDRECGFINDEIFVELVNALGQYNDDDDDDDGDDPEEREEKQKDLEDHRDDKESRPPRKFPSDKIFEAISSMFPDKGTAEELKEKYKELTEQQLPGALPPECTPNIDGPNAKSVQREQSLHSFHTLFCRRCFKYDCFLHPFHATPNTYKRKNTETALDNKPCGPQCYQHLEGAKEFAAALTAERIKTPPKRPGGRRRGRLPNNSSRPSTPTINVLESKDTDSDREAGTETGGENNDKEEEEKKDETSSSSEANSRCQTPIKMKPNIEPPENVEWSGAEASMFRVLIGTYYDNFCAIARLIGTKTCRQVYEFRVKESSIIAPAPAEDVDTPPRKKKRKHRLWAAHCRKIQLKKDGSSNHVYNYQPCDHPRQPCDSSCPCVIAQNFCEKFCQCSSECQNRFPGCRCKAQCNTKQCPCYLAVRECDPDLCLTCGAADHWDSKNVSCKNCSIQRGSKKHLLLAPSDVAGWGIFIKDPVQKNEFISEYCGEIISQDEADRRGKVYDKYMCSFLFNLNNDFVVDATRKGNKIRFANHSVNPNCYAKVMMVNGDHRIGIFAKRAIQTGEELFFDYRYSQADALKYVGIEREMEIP
# IDH1 mut inh – inhibitors of human IDH1 R132H | O75874 | IDH1 R132H reductase, diaphorase/resazurin fluorescence, 60 min | inhibition, % at 10 µM | 0.18% of 70,000 active | AID 624101; in the data active = inhibition above about 34%;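 also: 0% = DMSO and 100% = no enzyme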
# The depositor's hits bear a star; . = no result given. These rows are one share of the data. The share of hits here may be higher or lower than overall.
SMILES,PRC2 inh,IDH1 mut inh
CC1CC(=O)c2c(ccc3c2C(=O)c2c(O[C@@H]4O[C@@H](C)[C@H](O)[C@@H](O)[C@H]4O)cccc2C3=O)C1 (stereo partly specified),-5,0.3
C[C@@H]1CCCCO[C@@H](CN(C)S(=O)(=O)c2ccc(F)cc2)[C@@H](C)CN([C@H](C)CO)C(=O)c2cc(NC(=O)Cc3ccccc3)ccc2O1,.,0.5
COc1ccc(S(=O)(=O)Nc2ccc3c(c2)C(=O)N([C@@H](C)CO)C[C@@H](C)[C@@H](CN(C)Cc2ccccc2)OCCCC[C@@H](C)O3)cc1,.,-1.4
COCC(=O)Nc1ccc2c(c1)[C@@H]1C[C@@H](CC(=O)NCc3ccncc3)O[C@H](CO)[C@@H]1O2,0,-1.5
COc1ccc(NC(=O)Nc2cccc3c2O[C@@H](CN(C)Cc2ccccc2)[C@H](C)CN([C@@H](C)CO)C3=O)cc1,.,0.9
C[C@@H]1CCCCO[C@@H](CN(C)C)[C@@H](C)CN([C@H](C)CO)C(=O)c2cc(NS(=O)(=O)c3cn(C)cn3)ccc2O1,-8,4.9
COCC(=O)N[C@H]1CC[C@@H](CC(=O)NCc2ccc(Cl)cc2)O[C@@H]1CO,-12,0.4
CCC(=O)N(C)C[C@H]1Oc2cc(/C=C/c3ccccc3)ccc2S(=O)(=O)N([C@H](C)CO)C[C@H]1C,-12,15
CO[C@H]1CN(C)C(=O)c2cc(NC(=O)c3cc(C)on3)ccc2OC[C@H](C)NC[C@@H]1C,1,0.2
CNC[C@@H]1Oc2ccc(NC(=O)CCN3CCOCC3)cc2C(=O)N([C@@H](C)CO)C[C@H]1C,2,5.2
C[C@@H]1CN([C@@H](C)CO)C(=O)c2cc(C#Cc3cccnc3)cnc2O[C@H]1CN(C)Cc1ccc(F)cc1,-1,1.4
C[C@@H]1CN([C@@H](C)CO)C(=O)c2cc(NS(=O)(=O)c3cn(C)cn3)ccc2O[C@@H]1CN(C)Cc1ccc(C(=O)Nc2ccccc2N)cc1,-18,-0.4
C[C@H](CO)N1C[C@H](C)[C@@H](CN(C)Cc2ccc(C(=O)O)cc2)OCCCC[C@H](C)Oc2ccc(NC(=O)Nc3cccc4ccccc34)cc2C1=O,.,-10
O=C(CSc1nnnn1C1CC2CCC1C2)Nc1ccnc2ccccc12 (stereo unspecified),6,0.1
C[C@H]1CCCCO[C@@H](CN(C)C)[C@@H](C)CN([C@@H](C)CO)C(=O)c2cc(NC(=O)CCC(F)(F)F)ccc2O1,4,2.1
C[C@H]1CN([C@@H](C)CO)C(=O)Cc2cc(NC(=O)Nc3ccc(C(F)(F)F)cc3)ccc2O[C@@H]1CN(C)S(=O)(=O)c1ccc(Cl)cc1,.,-0.2
C[C@H](CO)N1C[C@H](C)[C@@H](CN(C)C(=O)C2CCC2)Oc2ncc(C3=CCCC3)cc2C1=O,-1,0.7
Cc1ccc(C(C)C)c(OCC(=O)/C=C2\Sc3ccccc3N2C)c1,-112,-0.8
C[C@H]1CN([C@@H](C)CO)C(=O)c2cc(NC(=O)Cc3cn(C)c4ccccc34)ccc2O[C@@H]1CN(C)C(=O)Nc1ccc(F)cc1,-5,-0.3
O=C(NCc1cccnc1)c1ccc2c(c1)C(=O)N(CC1CCCO1)C2=O (stereo unspecified),-5,0.1

# Reformatted: 11 of the compounds above.
# Values run as follows: PRC2 inh | IDH1 mut inh
- CNC[C@@H]1Oc2ccc(NC(=O)CCN3CCOCC3)cc2C(=O)N([C@@H](C)CO)C[C@H]1C
 : 2 | 5.2
- C[C@@H]1CN([C@@H](C)CO)C(=O)c2cc(C#Cc3cccnc3)cnc2O[C@H]1CN(C)Cc1ccc(F)cc1
 : -1 | 1.4
- C[C@@H]1CN([C@@H](C)CO)C(=O)c2cc(NS(=O)(=O)c3cn(C)cn3)ccc2O[C@@H]1CN(C)Cc1ccc(C(=O)Nc2ccccc2N)cc1
 : -18 | -0.4
- C[C@H](CO)N1C[C@H](C)[C@@H](CN(C)Cc2ccc(C(=O)O)cc2)OCCCC[C@H](C)Oc2ccc(NC(=O)Nc3cccc4ccccc34)cc2C1=O
 : . | -10
- O=C(CSc1nnnn1C1CC2CCC1C2)Nc1ccnc2ccccc12 (stereo unspecified)
 : 6 | 0.1
- C[C@H]1CCCCO[C@@H](CN(C)C)[C@@H](C)CN([C@@H](C)CO)C(=O)c2cc(NC(=O)CCC(F)(F)F)ccc2O1
 : 4 | 2.1
- C[C@H]1CN([C@@H](C)CO)C(=O)Cc2cc(NC(=O)Nc3ccc(C(F)(F)F)cc3)ccc2O[C@@H]1CN(C)S(=O)(=O)c1ccc(Cl)cc1
 : . | -0.2
- C[C@H](CO)N1C[C@H](C)[C@@H](CN(C)C(=O)C2CCC2)Oc2ncc(C3=CCCC3)cc2C1=O
 : -1 | 0.7
- Cc1ccc(C(C)C)c(OCC(=O)/C=C2\Sc3ccccc3N2C)c1
 : -112 | -0.8
- C[C@H]1CN([C@@H](C)CO)C(=O)c2cc(NC(=O)Cc3cn(C)c4ccccc34)ccc2O[C@@H]1CN(C)C(=O)Nc1ccc(F)cc1
 : -5 | -0.3
- O=C(NCc1cccnc1)c1ccc2c(c1)C(=O)N(CC1CCCO1)C2=O (stereo unspecified)
 : -5 | 0.1

# Further structures:
SMILES,PRC2 inh,IDH1 mut inh
COc1ccccc1-c1cnc2c(c1)C(=O)N([C@H](C)CO)C[C@H](C)[C@H](CN(C)CC1CC1)O2,-16,-0.2
CCCN(C)C[C@@H]1Oc2cc(-c3cccc(C#N)c3)ccc2S(=O)(=O)N([C@@H](C)CO)C[C@@H]1C,.,-3.7
C[C@@H]1CCCCO[C@@H](CN(C)C)[C@@H](C)CN([C@H](C)CO)C(=O)c2cc(NC(=O)Cc3ccccc3)ccc2O1,-7,0.6
O=C1CCCc2c1n(CCN(Cc1ccccc1)Cc1ccccc1)c1ccc(Cl)cc21,-6,.
C[C@@H]1CN([C@@H](C)CO)C(=O)Cc2cc(NC(=O)Nc3ccc(F)cc3)ccc2O[C@@H]1CN(C)Cc1ccc(C(=O)O)cc1,13,4.7
COc1cc(/C=C/C(=O)OC2C(COC(=O)c3cc(OC)c(OC)c(OC)c3)OC(OC3(CO)OC(CO)C(O)C3O)C(O)C2O)cc(OC)c1OC (stereo unspecified),22,0.0
CN1CCN(C(=O)C[C@@H]2C[C@@H]3c4cc(NC(=O)NC5CCCCC5)ccc4O[C@@H]3[C@@H](CO)O2)CC1,11,-0.9
C[C@H]1CN([C@@H](C)CO)C(=O)c2cc(-c3cccnc3)cnc2O[C@H]1CN(C)C(=O)C1CC1,-12,-6.3
Cc1ccc(S(=O)(=O)N[C@@H]2CC[C@@H](CC(=O)N3CCc4ccccc4C3)O[C@H]2CO)cc1,4,-0.2
O=C(C[C@@H]1C[C@@H]2c3cc(NC(=O)Nc4ccc(C(F)(F)F)cc4)ccc3O[C@@H]2[C@@H](CO)O1)NCc1ccc2c(c1)OCO2,-14,0.3
NCCCN(Cc1ccco1)C1CCCC1,-29,0.5
C[C@@H]1CN([C@@H](C)CO)C(=O)Cc2cc(NC(=O)Nc3ccc(F)cc3)ccc2O[C@H]1CN(C)S(=O)(=O)c1cn(C)cn1,.,-9.5
C[C@@H]1CN([C@@H](C)CO)C(=O)c2cc(C#CC3(O)CCCC3)cnc2O[C@H]1CN(C)S(=O)(=O)c1ccc(F)cc1,.,-0.6
CN(C)C(=O)c1cccc(-c2cccc(-c3nc(C(=O)N4CCCCC4)cc4c3[C@H](CCO)N([S@@](=O)C(C)(C)C)C4)c2)c1,1,0.2
C[C@@H]1CCCCO[C@H](CN(C)C(=O)Nc2cccc3ccccc23)[C@H](C)CN([C@@H](C)CO)C(=O)c2cc(NC(=O)Cc3ccccc3)ccc2O1,.,2.5
C[C@@H](NC(=O)C[C@H]1CC[C@@H](NC(=O)C2CCOCC2)[C@H](CO)O1)c1ccccc1,-10,0.3
O=C(NO)c1cccc(C(=O)N/N=C/c2ccc(O)cc2Br)c1,-27,0.4
Cc1cc(C(=O)Nc2cccc3c2O[C@H](CN(C)C(=O)NC(C)C)[C@H](C)CN([C@@H](C)CO)C3=O)n(C)n1,.,0.1
COc1ccc(-c2cnc3c(c2)C(=O)N([C@H](C)CO)C[C@H](C)[C@H](CN(C)Cc2ccc(F)cc2)O3)cc1,.,0.9
COc1ccc(NC(=O)N[C@@H]2CC[C@@H](CCNS(=O)(=O)c3ccccc3F)O[C@@H]2CO)cc1,-1,-0.3
C[C@@H]1CCCCO[C@@H](CN(C)Cc2ccc(C(=O)O)cc2)[C@@H](C)CN([C@H](C)CO)C(=O)c2cc(NC(=O)Nc3ccc(F)cc3)ccc2O1,.,3.1
COc1ccc(NS(=O)(=O)c2ccc3oc4ccccc4c3c2)cn1,3,-0.7
Cc1noc(C)c1S(=O)(=O)Nc1ccc2c(c1)C(=O)N([C@H](C)CO)C[C@H](C)[C@H](CN(C)Cc1ccc(-c3ccccc3)cc1)O2,.,1.9
O=C(Nc1ccccc1)N[C@@H]1CC[C@H](CCNS(=O)(=O)c2ccccc2F)O[C@H]1CO,32,-0.1
COc1cc(CO)cc(Cl)c1OCc1cccc([N+](=O)[O-])c1,9,-0.6
Cc1ccccc1S(=O)(=O)N[C@H]1CC[C@H](CCn2cc(-c3ccc(F)cc3)nn2)O[C@@H]1CO,-6,0.2
O=C(C[C@@H]1C=C[C@@H](NC(=O)C2CCC2)[C@H](CO)O1)NC1CCCCC1,2,0.2
COc1ccc(S(=O)(=O)N(C)C[C@H]2Oc3ccc(NS(=O)(=O)c4ccc(C)cc4)cc3CC(=O)N([C@H](C)CO)C[C@@H]2C)cc1,.,-7.4
COCC(=O)Nc1ccc2c(c1)OC[C@@H](C)N(C(=O)c1cccnc1)C[C@H](C)[C@@H](OC)CN(C)C2=O,17,0.2
CC(C)NC(=O)N(C)C[C@H]1Oc2c(NC(=O)C3CCOCC3)cccc2C(=O)N([C@@H](C)CO)C[C@@H]1C,-6,-0.1
COc1ccc(NC(=O)Nc2ccc3c(c2)C(=O)N([C@H](C)CO)C[C@H](C)[C@H](CN(C)Cc2ccccc2)OCCCC[C@@H](C)O3)cc1,.,-0.5
C[C@@H]1CN([C@H](C)CO)C(=O)c2cc(NC(=O)c3ccccc3)ccc2O[C@@H](C)CCCCO[C@H]1CN(C)C(=O)Nc1cccc2ccccc12,.,-3.6
COc1ccc(NC(=O)N(C)C[C@@H]2Oc3c(NC(=O)NC(C)C)cccc3C(=O)N([C@@H](C)CO)C[C@@H]2C)cc1,0,.
O=C(Cc1ccncc1)N[C@@H]1CC[C@@H](CCn2cc(-c3ccccc3F)nn2)O[C@@H]1CO,-3,0.2
CCCN(C)C[C@@H]1OCCCC[C@@H](C)Oc2ccc(NS(=O)(=O)c3ccc(Cl)cc3)cc2C(=O)N([C@H](C)CO)C[C@@H]1C,4,0.4
COc1ccc(NC(=O)N(C)C[C@H]2Oc3ccc(NC(=O)Cc4cn(C)c5ccccc45)cc3CC(=O)N([C@H](C)CO)C[C@H]2C)cc1,.,-24
C[C@H]1CN([C@@H](C)CO)C(=O)c2cc(NS(=O)(=O)c3cccs3)ccc2O[C@H]1CN(C)C(=O)Nc1ccc(C(F)(F)F)cc1,.,2.6
C[C@@H]1CN([C@@H](C)CO)S(=O)(=O)c2ccc(C#CCN(C)C)cc2O[C@@H]1CN(C)CC1CC1,-10,0.1
C[C@H](CO)N1C[C@H](C)[C@H](CN(C)C(=O)CC2CC2)Oc2ncc(C#Cc3cccnc3)cc2C1=O,7,1.0
COc1ccc(S(=O)(=O)N(C)C[C@@H]2OCCCC[C@H](C)Oc3ccc(N(C)C)cc3C(=O)N([C@H](C)CO)C[C@H]2C)cc1,-9,-2.1
Cc1ccc(S(=O)(=O)N(C)C[C@H]2Oc3ccc(NC(=O)C4CC4)cc3CC(=O)N([C@@H](C)CO)C[C@H]2C)cc1,3,-0.2
CC(C)NC(=O)N(C)C[C@H]1OCCCC[C@@H](C)Oc2ccc(NC(=O)C3CCCCC3)cc2C(=O)N([C@H](C)CO)C[C@@H]1C,-2,.
C[C@H]1CN([C@@H](C)CO)C(=O)Cc2cc(NC(=O)Nc3ccc(C(F)(F)F)cc3)ccc2O[C@@H]1CN(C)CC1CCCCC1,.,0.4
C[C@H](CO)N1C[C@H](C)[C@H](CN(C)C(=O)Nc2ccc(C(F)(F)F)cc2)Oc2c(NC(=O)c3cnccn3)cccc2C1=O,-4,-0.7
CC(=O)N(C)C[C@H]1Oc2cc(C#CCN(C)C)ccc2S(=O)(=O)N([C@@H](C)CO)C[C@@H]1C,4,0.4
Cc1cccnc1NC(=O)Cn1nc([N+](=O)[O-])cc1C,-29,-0.2
CN(C)C=NC(=O)c1ccc(-c2cccs2)s1,23,-0.5
C/C=C/c1cnc2c(c1)C(=O)N([C@@H](C)CO)C[C@H](C)[C@@H](CN(C)S(=O)(=O)c1ccc(F)cc1)O2,-10,-6.5
CCN(CC(=O)O)S(=O)(=O)c1cc(Cl)ccc1Cl,20,0.5
C[C@H](CO)N1C[C@H](C)[C@H](CN(C)Cc2ccccc2)Oc2c(NC(=O)Nc3cccc4ccccc34)cccc2C1=O,-1,0.7
COc1cccc(NC(=O)CSc2ncnc3scc(-c4ccc(C)cc4)c23)c1,3,0.0
CCc1ccc(NC(=O)CSc2nc(C)cc(C)n2)cc1,15,-0.2
CO[C@@H]1CN(C)C(=O)c2ccc(NC(=O)C3CC3)cc2OC[C@@H](C)N(C(=O)c2cccnc2)C[C@@H]1C,11,0.6
CO[C@H]1CN(C)C(=O)c2cc(NC(=O)C3CC3)ccc2OC[C@@H](C)N(Cc2ccccc2)C[C@@H]1C,-8,0.0
COc1cccc(S(=O)(=O)NCc2ccc(C(=O)O)cc2)c1,-1,-0.3
CNC[C@@H]1Oc2c(NC(=O)C3CC3)cccc2C(=O)N([C@@H](C)CO)C[C@@H]1C,-12,0.2
C[C@H]1CN([C@@H](C)CO)C(=O)c2cc(NC(=O)CCCN(C)C)ccc2O[C@H]1CN(C)Cc1ccc(Oc2ccccc2)cc1,-5,.
COc1cccc(C(=O)Nc2ccc3c(c2)C(=O)N(C)C[C@H](OC)[C@@H](C)CN(CC2CC2)[C@@H](C)CO3)c1,-4,0.2
CCS(=O)(=O)N(C)C[C@H]1OCc2ccccc2-c2c(n(C)c3ccccc23)C(=O)N([C@H](C)CO)C[C@H]1C,1,-2.1

# Screening results deposited in PubChem BioAssay by Broad Institute.
